# Pol iota inh: qHTS for Inhibitors of Polymerase Iota; DNA polymerase iota (Homo sapiens), Q9UNA4; Pol iota fluorescent replication assay, 10 min; Potency, µM (highest dose often 115 µM), inactives show at the highest dose activity, negative = inhibition, hits mostly inhibitors; 390,000 tested, 1% active; also: potency is read from the fitted curve at half-maximal effect
#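 Fluorescent replication assay read twice, at 0 min and 10 min after adding 50 nM (final) substrate. Enzyme (10 nM) and compounds were first incubated 15 min at room temperature; enzyme-free buffer wells were negative controls.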
# BLM inh: qHTS Assay for Inhibitors of Bloom's syndrome helicase (BLM); RecQ-like DNA helicase BLM (Homo sapiens), P54132; recombinant BLM DNA unwinding, fluorescence dequenching; Potency, µM (highest dose often 56.1 µM), inactives show at the top dose activity change, negative = inhibition, actives largely listed as inhibitors; 350,000 tested, 0.2% active;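 also: potency is read from the fitted curve at half-maximal effect; plate controls were vehicle for no effect and no enzyme for full effect; nearly all actives have a fitted effect of over 35% in size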
# POLB inh: qHTS Assay for Inhibitors of DNA Polymerase Beta; Pol beta primer extension/strand displacement, fluorescence kinetic; Potency, µM (doses to about 114 µM), without a hit: top-dose activity change, negative = inhibition, hits mostly inhibitors; 340,000 tested, 1.3% active; AID 485314, 2010; also: potency is read from the fitted curve at half-maximal effect; % is scaled to controls: 0 for no effect and ±100 for the full control effect
#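 Values derive from four-parameter Hill fits of normalized kinetic data: reads at 0 and 10 min following addition of 50 nM substrate to 10 nM Pol beta preincubated 15 min with compound.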
# RXFP1 antag: qHTS Assay for Antagonists of the Relaxin Receptor RXFP1. Relaxin receptor 1 (Homo sapiens), Q9HBX9. HEK293-RXFP1, relaxin-stimulated cAMP HTRF, 30 min; stronger effect = lower value. activity change, negative = inhibition, % at 57.5 µM. 350,000 tested, 0.59% active. AID 1259400, 2018;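 active = activity change of -60% or lower, but not beyond a set lower limit; inconclusive = change between -60% and -40%, or beyond the set limit; inactive = change above -40%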; also: % is scaled to controls: 0 for no effect and ±100 for the full control effect
# APE1 inh: qHTS Assay for Inhibitors of the Human Apurinic/apyrimidinic Endonuclease 1 (APE1); DNA repair nuclease/redox regulator APEX1 (Homo sapiens), P27695; recombinant APE1, TAMRA/BHQ-2 abasic DNA cleavage fluorescence; Potency, µM (highest dose often 65.8 µM), inactives show at the highest dose activity change, negative = inhibition, most hits filed as inhibitors; 350,000 tested, 0.35% active; AID 2517, 2012;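 also: potency is read from the fitted curve at half-maximal effect; plate controls were vehicle for no effect and reference inhibitor for full effect; nearly all actives have a fitted effect of over 55% in size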
# Target sequence (P27695 whole entry, looked up): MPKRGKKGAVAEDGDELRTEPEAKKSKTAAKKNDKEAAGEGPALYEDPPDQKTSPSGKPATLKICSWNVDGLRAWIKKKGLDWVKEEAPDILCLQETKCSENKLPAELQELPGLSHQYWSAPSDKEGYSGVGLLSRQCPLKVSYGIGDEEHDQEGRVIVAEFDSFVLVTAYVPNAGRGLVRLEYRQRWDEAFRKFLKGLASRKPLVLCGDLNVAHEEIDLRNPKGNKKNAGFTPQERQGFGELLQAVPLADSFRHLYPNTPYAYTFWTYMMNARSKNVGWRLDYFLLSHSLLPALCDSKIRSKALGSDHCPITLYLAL
#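 Quantitative HTS: incision of a TAMRA/BHQ-2 double-stranded substrate bearing a tetrahydrofuran abasic site by 0.75 nM APE1 raises fluorescence. Substrate 50 nM final, added after 15 min compound preincubation at room temperature; progress as third-minus-first kinetic read difference.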
# Anesthetic bind: qHTS Assay for Identification of Novel General Anesthetics; AID 485281, 2010; Ferritin light chain (Equus caballus), P02791; Potency, µM (highest dose often 77.5 µM), for the others: at the highest dose activity change, negative = displacement, actives largely listed as inhibitors; apoferritin/1-aminoanthracene competitive binding, fluorescence; 350,000 tested, 0.074% active; also: potency is read from the fitted curve at half-maximal effect; % is scaled to controls: 0 for no effect and ±100 for the full control effect; nearly all actives have a fitted effect of over 20% in size
# Target sequence (P02791 2-175 limits assumed): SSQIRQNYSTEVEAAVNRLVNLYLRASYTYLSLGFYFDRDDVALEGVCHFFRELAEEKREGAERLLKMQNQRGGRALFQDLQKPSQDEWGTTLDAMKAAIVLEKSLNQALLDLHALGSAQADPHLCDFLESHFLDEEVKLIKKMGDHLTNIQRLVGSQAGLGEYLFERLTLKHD
#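 10 uM apoferritin + 50% sat. 1-AMA, PBS; cpd 10 min RT; Ex380/Em535 endpoint; normalized to free probe vs complex; 4-param Hill fit; propofol titration as pos. ctrl.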
# POLK inh: qHTS for Inhibitors of Polymerase Kappa; Potency, µM (doses to about 107 µM), inactives show top-dose activity, negative = inhibition, most hits filed as inhibitors; purified Pol kappa, fluorescent DNA synthesis assay, 10 min; 400,000 tested, 0.53% active; AID 588579, 2011; DNA polymerase kappa (Homo sapiens), Q9UBT6; also: potency is read from the fitted curve at half-maximal effect; % is scaled to controls: 0 for no effect and ±100 for the full control effect
#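 Enzyme at 10 nM met test compounds for 15 min at room temperature. Substrate addition (50 nM final) began the reaction, which was monitored by fluorescence at 0 and 10 min.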
# Tb PGK inh: qHTS Assay to Find Inhibitors of Phosphoglycerate Kinase. Phosphoglycerate kinase, glycosomal (Trypanosoma brucei brucei), P07378. Potency, µM (top dose mostly 57.5 µM), without a hit: top-dose activity change, negative = inhibition, most hits filed as inhibitors. AID 602233, 2012. PGK/GAPDH coupled, Kinase-Glo luminescence, 60 min. 380,000 tested, 0.043% active; also: potency is read from the fitted curve at half-maximal effect; % is scaled to controls: 0 for no effect and ±100 for the full control effect; nearly all actives have a fitted effect of over 60% in size
# Target sequence (P07378 whole entry, looked up): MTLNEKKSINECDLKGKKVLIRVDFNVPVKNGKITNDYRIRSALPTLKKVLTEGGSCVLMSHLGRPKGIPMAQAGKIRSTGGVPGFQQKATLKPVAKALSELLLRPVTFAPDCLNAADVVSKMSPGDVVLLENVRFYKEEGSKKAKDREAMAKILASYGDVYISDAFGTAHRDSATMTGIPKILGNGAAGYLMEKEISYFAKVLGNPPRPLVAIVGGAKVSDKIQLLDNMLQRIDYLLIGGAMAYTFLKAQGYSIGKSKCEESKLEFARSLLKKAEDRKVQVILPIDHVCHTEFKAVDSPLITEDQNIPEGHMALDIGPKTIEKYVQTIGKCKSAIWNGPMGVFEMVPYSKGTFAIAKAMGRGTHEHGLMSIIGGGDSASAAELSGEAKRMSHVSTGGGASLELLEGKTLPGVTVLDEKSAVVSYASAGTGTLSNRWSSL
#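 Luminescent ATP detection (Kinase-Glo Plus) follows a 60-minute room-temperature incubation, with wells lacking PGK as controls. Buffer: 100 mM TEA (pH 7.6), 5 mM MgCl2, 0.01% Tween-20. Coupling enzyme GAPDH (100 nM final) supplies unstable 1,3-BPG in-well.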
# Pol eta inh: qHTS for Inhibitors of Polymerase Eta; recombinant Pol eta, fluorescent DNA replication assay; DNA polymerase eta (Homo sapiens), Q9Y253; 390,000 tested, 1.2% active; AID 588591, 2011; Potency, µM (series often up to 114 µM), without a hit: top-dose activity change, negative = inhibition, most hits filed as inhibitors; also: potency is read from the fitted curve at half-maximal effect; % is scaled to controls: 0 for no effect and ±100 for the full control effect
#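 Pol eta (10 nM) was preincubated with compounds for 15 min at room temperature, after which fluorescent replication substrate (50 nM final) was added to start the reaction. Fluorescence was read kinetically at 0 and 10 min.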
# Numbers without * were called inactive; i = inactive; ? = inconclusive; / = not tested or not shown; & = joins results of further samples; [ ] = another dose, or the depositor's remark. Unless noted, calls follow the shape of the dose curve; as a rule, active = well fitted curve in the direction sought with a large enough effect; inconclusive = small, poorly fitted or top-dose-only effect, or another doubt; inactive = no such curve, though single readings can be large; an effect the other way counts as inactive or inconclusive.
SMILES,Pol iota inh,BLM inh,POLB inh,RXFP1 antag,APE1 inh,Anesthetic bind,POLK inh,Tb PGK inh,Pol eta inh
Cc1cccc(OCC2=N/C(=C\N(C)C)C(=O)O2)c1,3%,-1%,9%,-10,-6%,?,1%,i,-2%
CCOC(=O)CSc1nsc(SCC(=O)OCC)c1C#N,16%,-5%,12%,10,-8%,-7%,-22%,-5%,5%
Cn1c(=O)[nH]c(=O)c2[nH]cnc21,/,-10%,/,/,0%,7%,-11%[60.1 µM],/,/
CCOC(=O)c1c(NC(=O)c2ccccc2C(=O)O)sc2c1CCC2,-11%,2%,0%,6,54%[activator],3%,-2%,-3%,5%
COc1ccc(-n2c(C)cc(C(=O)Cn3c(NCCO)nc4ccccc43)c2C)cc1,-3%,-4%,11%,-5,-3%,-21%,-3%,0%,-3%
OC(CNCC1COc2ccccc2O1)COc1ccccc1F (stereo not given),51%[activator],-3%,60%,-3,-14%,-14%,-11%,-2%,-16%
CC(=O)Nc1nc(=S)n(-c2ccccc2)[nH]1,-8%,-3%,36%,0,-2%,1%,-15%,-2%,5%
CCc1ccc(CNC(=O)CN2C(=O)c3cccnc3Oc3ccc(Cl)cc32)cc1,-19%,-9%,38%,-16,/,?,?,9%,-5%
Cc1ccc(S(=O)(=O)NCCC(=O)NC(C)c2ccccc2)cc1 (stereo not given),29%,-1%,25%,19,20%,-9%,-3%,-10%,-17%
Cc1ccc(NC2CCCN(C(=O)c3ccc4[nH]ccc4c3)C2)cc1C (stereo not given),2%,0%,7%,-11,7%,?,-2%,-8%,?
CCOc1ccccc1NC(=O)c1c(NCc2ccc(C)o2)sc2c1CCC(C)C2 (stereo not given),-1%,-5%,-20%,-11,/,-13%,-7%[60.1 µM],-4%,-13%
OC(CN1CCC(Cc2ccc(F)cc2)CC1)c1ccc(Cl)cc1 (stereo not given),4%[58.9 µM],-4%,8%[57.1 µM],8,-3%&-7%,-6%,-1%[60.1 µM],/,-7%[57.1 µM]
CN1CCc2c(sc(/N=C/c3c[nH]c4ccccc34)c2C(N)=O)C1,60%[activator],-18%,-26%,9,-4%,-12%,-19%,-1%,4%
CC(=O)Nc1c(C)ccc(S(N)(=O)=O)c1C,-4%,-5%,2%,-7,2%,-1%,-10%,2%,-14%
OCCC1CN(Cc2nc3ccccc3s2)CCN1C1CCCCC1 (stereo not given),8%,2%,22%,7,8%,-5%,-4%,10%,-7%
CC(=O)c1ccccc1NC(=O)COC(=O)CSCC(=O)Nc1cc(C)on1,21%,/,/,-8,0%,/,-2%,7%,-13%
COC(=O)c1ccc2c(C(C)(C)O)c(C(C)(C)O)[nH]c2c1,/,-13%,7%,/,-7%,-6%,/,/,/
COc1ncnc2c1oc1nc(C(C)C)c3c(c12)CC(C)(C)OC3,16%,0%,1%,3,-4%,-3%,6%,6%,7%
CC1CC(C)CN(C(=O)c2ccc(CNc3c(N4CCCC4)c(=O)c3=O)cc2)C1 (stereo not given),5%,-1%,2%,-7,0%,-3%,10%,-5%,-15%
CCN1CCN(CCCNC(=O)c2cc3c(=O)n(CC)c4ccccc4c3s2)CC1,-8%,77%[activator],1%,/,/,-11%,7%,-4%,0%
CS(=O)(=O)Nc1nnc(Cc2ccccc2)s1,14%,4%,25%,-4,9%,1%,-6%,-10%,-13%
CC(Sc1oc(-c2ccco2)nc1S(=O)(=O)c1ccc(Br)cc1)c1ccccc1 (stereo not given),?,-6%,?,-24,/,-18%,?,i,-14%
O=C(N/C(C(=O)N1CCOCC1)=C(\Sc1ncccn1)c1ccccc1)c1ccccc1,6%,2%,22%,-15,-2%,-14%,-10%,-10%,-10%
CN(Cc1ccccc1)S(=O)(=O)c1ccccc1[N+](=O)[O-],83%[activator],-9%,10%,-7,-10%,-8%,-11%,-3%,-18%
COc1ccc(/C(C)=C(\C#N)C(=O)OC(C)C)cc1OC,40%[activator],-1%,-9%,-2,1%,1%,-2%,-1%,-6%
C=CCNC(=O)C(=O)Nc1ccc2c(c1)N(S(=O)(=O)c1cccs1)CCC2,16%,/,/,4,14%,/,-3%,-6%,-4%
COc1ccc(NC(=O)CCCC(=O)c2ccccc2)cc1,-14%,-5%,-1%,3,61%[activator],4%,8%,/,-6%
COc1ccccc1NC(=O)N1CC(=O)Nc2sc3c(c2C1c1ccccc1)CCCC3 (stereo not given),1%,-2%,0%,1,/,-4%,?,1%,-12%
O=C1[C@H]2[C@@H](C3CC3)N3C(=O)CN(CC4CC4)C(=O)[C@@]3(Cc3ccccc3)[C@H]2C(=O)N1c1ccccc1,28%,/,/,/,30%,/,21%,i,-19%
Cc1c(O)nc(SCC(=O)Nc2ccc3c4c(cccc24)CC3)n(-c2ccc(F)cc2)c1=O,60%[activator],-4%,0%,-12,-3%,-5%,-2%,-3%,-16%
O=C1N/C(=N\N=C\c2ccc3ncccc3c2)SC1Cc1ccc(SC(F)F)cc1 (stereo not given),-4%,-2%,-2%,22,-1%,-12%,-4%,i,7%
COc1cc(/C=C/C2=CC(C)(C)NC(=S)N2)cc(OC)c1OC,16%,-7%,0%,-9,2%,-6%,-3%,i,-7%
CCOc1ccc(NC(=O)Cn2cc(C(=O)c3ccc(CC)cc3)c(=O)c3cc4c(cc32)OCO4)cc1,8%,-9%,21%,/,/,-15%,2%,i,-8%
O=C(Cn1cnc2c(nnn2Cc2ccccc2)c1=O)NCc1ccco1,-14%,-1%,1%,-8,-5%,-5%,4%,-2%,-3%
O=C1OCC(CO)(CO)N=C1NNc1cc(Cl)ccc1Cl,11%,-4%,10%,-15,0%,-15%,-2%,4%,-6%
CN(C)c1ccc(NC(=O)CN2CCc3ccccc3C2)cc1,65%[activator],-8%,8%,-17,-7%,-12%,-17%,-4%,1%
NC(=O)C1CCCN(CC(O)COCc2ccc(Cl)cc2)C1 (stereo not given),?,-1%,14%,0,39%,1%,6%,/,-8%
COc1cc(/C=C2\SC(=S)N(NS(=O)(=O)c3ccc(C)cc3)C2=O)ccc1O,40µM*,-17%,40µM*,-23,-11%,-5%,?,-14%,?
O=C(NCCc1ccccc1)C(=O)NCCC1CCCCN1S(=O)(=O)c1cccs1 (stereo not given),7%,/,/,7,15%,/,-13%,-1%,-11%
CCn1c(SCC(=O)Nc2ccc(OC)c(OC)c2)nnc1-c1ccco1,?,0%,20%,-1,2%,-10%,-19%,-9%,-9%
CN1CCN(c2cc(-c3ccccc3C(F)(F)F)ncn2)CC1,/,2%,/,/,-1%,0%,-3%[60.1 µM],/,/
Cc1cccc(Nc2nc(NC(C)C)nc(Oc3ccc(=O)n(C)n3)n2)c1,-5%,-4%,27%,-17,1%,-19%,5%,-1%,-16%
CC(C)OC(C)C,/,2%,/,/,5%,1%,4%[60.1 µM],/,/
CCOc1ccc(N(CC(=O)NCCc2ccc(C)cc2)S(=O)(=O)c2c(C)noc2C)cc1,21%,-1%,99%,-34,27%,3%,2%,5%,-13%
O=C(CCN1C(=O)/C(=C/c2ccccc2)SC1=S)NC1CCS(=O)(=O)C1 (stereo not given),69%[activator],3%,17%,-5,23%,-17%,-11%,4%,-16%

# In the list so far, two contain a cyano group:
SMILES,Pol iota inh,BLM inh,POLB inh,RXFP1 antag,APE1 inh,Anesthetic bind,POLK inh,Tb PGK inh,Pol eta inh
CCOC(=O)CSc1nsc(SCC(=O)OCC)c1C#N,16%,-5%,12%,10,-8%,-7%,-22%,-5%,5%
COc1ccc(/C(C)=C(\C#N)C(=O)OC(C)C)cc1OC,40%[activator],-1%,-9%,-2,1%,1%,-2%,-1%,-6%

# Back to the main list; the two compounds before the break are reprinted first.
SMILES,Pol iota inh,BLM inh,POLB inh,RXFP1 antag,APE1 inh,Anesthetic bind,POLK inh,Tb PGK inh,Pol eta inh
CCOc1ccc(N(CC(=O)NCCc2ccc(C)cc2)S(=O)(=O)c2c(C)noc2C)cc1,21%,-1%,99%,-34,27%,3%,2%,5%,-13%
O=C(CCN1C(=O)/C(=C/c2ccccc2)SC1=S)NC1CCS(=O)(=O)C1 (stereo not given),69%[activator],3%,17%,-5,23%,-17%,-11%,4%,-16%
S=C(Nc1ccccc1)Nc1nccs1,2%[58.9 µM],7%,14%[57.1 µM],13,?,-16%,-16%[60.1 µM],-4%,-5%[57.1 µM]
COc1ccc(NC(=O)CN2CCC(C(N)=O)(N3CCCCC3)CC2)cc1,?,-3%,-1%,-3,6%,-12%,8%,7%,7%
CCOc1ccc(S(=O)(=O)N(CC(=O)NCc2cccnc2)c2ccc(F)cc2)cc1,17%,0%,5%,10,12%,-6%,-6%,-1%,0%
CC(=O)c1cc(-c2ccc(F)cc2)n(CCC(=O)Nc2cccnc2)c1C,51%[activator],-8%,40%[activator],-2,20%,0%,-3%,14%,-21%
O=C(O)C1C2CCC(C2)C1C(=O)NCc1ccco1 (stereo not given),-5%,5%,11%,-12,-2%,?,-1%,-1%,-3%
O=C1CCCN1CCCNc1nc2c(S(=O)(=O)c3ccccc3)nnn2c2ccc(Cl)cc12,8%,2%,25%,-2,16%,-10%,5%,-6%,17%
O=C(CCC(=O)N(Cc1ccco1)C(C(=O)NC1CCCC1)c1ccncc1)Nc1cccnc1 (stereo not given),26%,0%,14%,1,5%,-9%,-4%,8%,-2%
CCc1nnc(NC(=O)CSc2nnc(Cc3ccccc3)o2)s1,7%,2%,-12%,-15,1%,-5%,-4%,5%,8%
O=C(COc1ccccc1Br)Nc1ccc2c(c1)OCCCO2,83%[activator],-7%,39%,-4,-13%,-15%,-22%,-2%,-14%

# Bioassay records from PubChem.

# Some of the compounds tested; count on the stated rates, not on these rows.
